ERG-DNA inh = blocks human ERG Ets domain binding to DNA. Potency, µM (titrated, usually from 76.9 µM), for inactives: at the top dose FP activity, negative = inhibition, hits mostly inhibitors. 0.028% of 370,000 active. fluorescence polarization, His-ERG Ets domain / labelled DNA. AID 624246. P11308; active means well fitted inhibition curve with a large enough effect in the polarisation, with a control signal flat; inconclusive means small, poorly fitted or top-dose-only effect, or effect the other way, or a change in a side signal; inactive means no such curve, though single readings can be large or run the other way; the % refers to the polarisation;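 further: polarization taken with two DNA probes labelled with fluorescein and Texas red; potency means the concentration at half of the fitted maximal effect; % of control where 0% means no effect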
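His-tagged ERG Ets domain (1 uM in the protein solution; 300mM KCl, 50mM Tris-HCl, 1mM EDTA, 1mM DTT, pH 7.5) received compound, then a probe mix of 5 nM fluorescein-DNA and 100nM Texas-615-DNA. Fluorescence polarization was read for both dyes.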
PI4K2A block = inhibitors of human PI4K2A | Q9BTU6 | purified PI4K2A, ADP-Glo luminescence, 1 h; active compounds read low | activity change, negative = inhibition, % at 76.9 µM | 0.13% of 420,000 active; in the data active means activity change below about -50%; inconclusive means mostly about -30% to -49%;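 further: -100% = wells without enzyme as full effect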
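ADP-Glo luminescence measured ADP generated by PI4K2A enzyme (4 ug/mL before mixing) with 1.2 mM PI substrate (pre-mix) and 300 microM ATP (pre-mix). Tris pH7.5 buffer with MgCl2, Triton X-100; 1 h reaction at ambient temperature.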
GLS inh = glutaminase GLS (human) inhibition; GLS enzymatic activity, qHTS titration; 0.21% of 410,000 active; Potency, µM (titrated, usually from 45.5 µM), for the others: top-dose activity change, negative = inhibition, usual class: inhibitors; O94925; further: potency means the concentration at half of the fitted maximal effect; on the % scale 0 is the no-effect control and ±100 the full control effect
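hKGA; 45 mM KH2PO4 pH 8.2 + 0.02% Tween-20; cpd via pin tool; 1 mM Gln soln; GluOx/HRP/Amplex Red; RT 30 min; fluor. t0 & final.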
RGS4 inhibitor = inhibitors of human regulator of G protein signaling 4 | 0.039% of 390,000 active | Potency, µM (titrated, usually from 114 µM), inactives show at the highest dose activity change, negative = inhibition, most hits filed as inhibitors | AID 504845 | Transcreener GDP fluorescence polarization, RGS4-accelerated GTP hydrolysis; further: potency means the concentration at half of the fitted maximal effect; on the % scale 0 is the no-effect control and ±100 the full control effect; nearly all actives have a fitted effect of over 75% in size; some results filed as inactive show a strong effect at the top dose
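MLSMR compounds (23 nl, pin-transferred) preincubated 10 min at room temperature with a 500nM (2x) first reagent, then RGS4 at 900nM (2x) plus Transcreener GDP mix added; fluorescence polarization (620/688 nm) read before and after 90 min at 30 °C.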
JMJD2A Tudor inh = JMJD2A Tudor domain (human) inhibition | 4.4% of 390,000 active | O75164 | AlphaScreen JMJD2A-Tudor / H3K4me3 peptide binding | Potency, µM (highest dose often 114 µM), without a hit: at the top dose activity change, negative = inhibition, most hits filed as inhibitors; further: potency means the concentration at half of the fitted maximal effect; on the % scale 0 is the no-effect control and ±100 the full control effect; nearly all actives have a fitted effect of over 50% in size
Target sequence (O75164 whole entry, looked up, the tested form may be a part): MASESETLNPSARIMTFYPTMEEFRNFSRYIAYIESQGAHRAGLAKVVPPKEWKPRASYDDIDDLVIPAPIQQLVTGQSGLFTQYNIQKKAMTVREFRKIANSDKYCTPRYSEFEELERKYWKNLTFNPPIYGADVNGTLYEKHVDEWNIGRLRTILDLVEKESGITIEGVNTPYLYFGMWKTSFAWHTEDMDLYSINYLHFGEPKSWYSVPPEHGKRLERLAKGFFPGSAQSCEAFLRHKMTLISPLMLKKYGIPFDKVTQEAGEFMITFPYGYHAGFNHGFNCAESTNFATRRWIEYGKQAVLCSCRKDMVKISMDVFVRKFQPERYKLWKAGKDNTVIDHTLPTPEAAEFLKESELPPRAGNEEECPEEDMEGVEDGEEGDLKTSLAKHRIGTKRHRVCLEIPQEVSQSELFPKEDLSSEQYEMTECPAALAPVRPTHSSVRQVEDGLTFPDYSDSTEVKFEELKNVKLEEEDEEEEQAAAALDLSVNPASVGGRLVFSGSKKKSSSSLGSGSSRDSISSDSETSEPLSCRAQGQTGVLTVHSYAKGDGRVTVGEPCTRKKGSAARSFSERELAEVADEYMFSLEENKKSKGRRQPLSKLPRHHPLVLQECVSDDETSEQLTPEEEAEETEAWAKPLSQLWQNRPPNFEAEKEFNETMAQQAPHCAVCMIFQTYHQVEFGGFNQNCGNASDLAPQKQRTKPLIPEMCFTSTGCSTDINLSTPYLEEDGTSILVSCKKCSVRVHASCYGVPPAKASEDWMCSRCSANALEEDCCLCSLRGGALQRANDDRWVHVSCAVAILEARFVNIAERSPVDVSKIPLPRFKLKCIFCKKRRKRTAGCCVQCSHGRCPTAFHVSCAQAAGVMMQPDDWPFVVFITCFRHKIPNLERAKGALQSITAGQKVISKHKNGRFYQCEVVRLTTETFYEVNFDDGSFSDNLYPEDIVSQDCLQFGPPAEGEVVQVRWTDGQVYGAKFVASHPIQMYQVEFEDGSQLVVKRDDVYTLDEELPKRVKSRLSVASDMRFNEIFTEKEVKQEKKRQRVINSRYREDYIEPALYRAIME
BAZ2B inh = blocks human BAZ2B; Q9UIF8; AlphaScreen BAZ2B-H3K14Ac peptide displacement; Potency, µM (doses to about 114 µM), for the others: top-dose activity change, negative = inhibition, most hits filed as inhibitors; 4.4% of 360,000 active; AID 504333; further: potency means the concentration at half of the fitted maximal effect; on the % scale 0 is the no-effect control and ±100 the full control effect; nearly all actives have a fitted effect of over 60% in size
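Inhibition is scored as reduced AlphaScreen emission. The BAZ2B/b-H3(5-23)K14Ac complex (50 nM each) in PBS pH 7.4, 0.01% Tween-20 meets compound (up to 110 uM) for 30 min at RT before bead addition.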
HP1b binding inh = HP1-beta chromodomain-methylated histone interaction inhibition. AlphaScreen HP1-beta / biotin-H3K9me3 peptide binding. Potency, µM (highest dose often 114 µM), for inactives: at the top dose activity change, negative = inhibition, actives largely listed as inhibitors. 0.56% of 390,000 active. P83916; further: potency means the concentration at half of the fitted maximal effect; nearly all actives have a fitted effect of over 70% in size; inactives centre near 23
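AlphaScreen: HP1-beta (50 nM) preformed 30 min with biotin-H3(1-18)K9me3 peptide (50 nM) in PBS pH 7.4, 0.01% Tween-20. Compound added for 30 min at RT, then streptavidin donor/nickel chelate acceptor beads (10 ug/mL) for 30 min.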
G9a block = G9a (human) methyltransferase inhibition | Q96KQ7 | G9a H3K9 monomethylation, AlphaScreen, 2 h | Potency, µM (doses to about 102 µM), for inactives: top-dose activity, negative = inhibition, usual class: inhibitors | 8.8% of 350,000 active; further: potency means the concentration at half of the fitted maximal effect; on the % scale 0 is the no-effect control and ±100 the full control effect; nearly all actives have a fitted effect of over 75% in size
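Readings reflect AlphaScreen signal from monomethyl-H3K9 antibody detection. HMT at 20 nM; substrate b-H3K9 500 nM; cofactor SAM 20 uM; 2 h RT reaction; compounds tested as titrations in qHTS with 15 min preincubation.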
ALOX12 inh = blocks human arachidonate 12S-lipoxygenase; 1.1% of 580,000 active; Potency, µM (series often up to 108 µM), for the others: at the highest dose activity change, negative = inhibition, usual class: inhibitors; P18054; purified 12hLO, xylenol orange hydroperoxide absorbance; further: potency means the concentration at half of the fitted maximal effect; on the % scale 0 is the no-effect control and ±100 the full control effect
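Purified human 12hLO at 150 nM in 25 mM Hepes, 0.01% Triton X-100, pH 7.0, preincubated 15 min at room temperature with compound. Reaction started with 40 uM arachidonic acid, 30 min at room temperature. Hydroperoxide measured by Fe-xylenol orange, 573/405 nm absorbance ratio.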
Active calls of the source: *; ? = inconclusive; · = no result given; & = joins results of further samples; [ ] = another dose, or the depositor's remark. Unless noted, the call rests on the fitted dose curve; in most records, active means well fitted curve in the direction sought with a large enough effect; inconclusive means small, poorly fitted or top-dose-only effect, or another doubt; inactive means no such curve, though single readings can be large; an effect the other way counts as inactive or inconclusive. The list is partial; the hit share may differ from the screen's.

structure,GLS inh,HP1b binding inh,G9a block,ERG-DNA inh,PI4K2A block,ALOX12 inh,JMJD2A Tudor inh,BAZ2B inh,RGS4 inhibitor
CC(=O)c1cccc(NC(c2ccc(F)cc2)c2nnc(-c3ccccc3)o2)c1 (stereo not drawn),9%,5%,14%[59 µM],-4%,-4,?,-21%,5%,-3%
Cc1c(C(=O)NCC2CCCO2)oc2ccc(Br)cc12 (stereo not drawn),-8%,19%,?,-4%,0,?,-1%,-3%,-45%
Cc1cc(C(=O)Cn2nnc3ccccc3c2=O)c(C)n1-c1c(C)n(C)n(-c2ccccc2)c1=O,-1%,22%,27%[59 µM],·,0,-31%,-11%,-1%,2%
CCOC(=O)CSc1nc2cc(C)ccc2cc1C#N,-4%,150%,12%[59 µM],4%,-1,-18%,61%[activator],58%[activator],9%
COc1ccc(C(C)=O)cc1CSc1nnc2c(Cl)cc(Cl)cn12,3%,27%,-16%,-4%,-1,-2%,-1%,3%,-17%
N#CC1(NC(=O)COC(=O)c2ccccc2SCC(=O)N2CCCC2)CCCCC1,7%,14%,23%,12%,0,-1%,-12%,-24%,7%
CCOC(=O)c1sc(NC(=O)c2cc(-c3cccc(O)c3)on2)c(C(=O)OCC)c1C,-2%,52%[activator],-4%,4%,1,12%,-17%,4%,8%
Cc1ccc(/C=C/C(=O)Nc2ccc(Cl)cc2Cl)cc1,-7%,38%,0%[59 µM],-8%,0,-16%,-16%,0%,-8%
CC(C)(C)C(=O)Nc1ccc(C(=O)CSc2nnc(C3CC3)n2C2CC2)cc1,1%,31%,?,-6%,3,12%,1%,12%,?
O=c1c(CN2CCN(Cc3ccccc3)CC2)coc2ccc(Cl)cc12,2%,5%,?,2%,5,?,?,-30%,-7%
COc1ccc(NC(=O)Cn2c(=O)n(CCCCCC(=O)NCc3ccc4c(c3)OCO4)c(=O)c3sccc32)cc1Cl,-8%,8%,9%[59 µM],-1%,1,-19%,-17%,-6%,-14%
COCCNc1ccc(-c2nc(-c3ccco3)no2)cc1[N+](=O)[O-],-13%,9%,-35%[59 µM],-1%,2,-16%,-21%,-5%,-37%
CS(=O)(=O)Nc1ccc(C(=O)Nc2cccc([N+](=O)[O-])c2)cc1,3%,14%,?,-11%,1,0%,-18%,17%,11%
Cc1ccc(S(=O)(=O)N2CCOC2CNC(=O)C(=O)NCCc2ccccc2)cc1 (stereo not drawn),7%,105%[activator],-7%,-9%,-3,0%,-4%[11.4 µM],-16%,0%[11.4 µM]
COc1ccc(S(=O)(=O)N(C)C[C@H]2Oc3c(NC(=O)CCC(F)(F)F)cccc3C(=O)N([C@H](C)CO)C[C@@H]2C)cc1,2%,33%,·,9%,-2,-3%,-18%,·,-4%
CCC(/C=C1\Sc2ccc(OC)cc2N1CCO)=C\c1sc2ccc(OC)cc2[n+]1CCO,16%,40µM*,11µM*,?,-29,?,22µM*,13µM*,?
N/C(=N\OC(=O)c1ccccc1F)c1ccc([N+](=O)[O-])cc1,1%,35%,7%,-2%,6,12%,-24%,-7%,?
CCn1c(CNC(=O)COC)nc2ccccc21,-6%,42%[activator],?,-14%,-10,12%[57.4 µM],-1%,1%,-9%
COc1ccccc1NC(=O)CN1CCC(n2nnc3cc(F)ccc32)CC1,13%,43%,3%[12.7 µM],-10%,3,24%,-12%,-2%,16%
COC(=O)CSc1nnc(-c2cccnc2)o1,1%,42%[activator],-37%[12.7 µM],7%,1,0%,-7%,4%,-4%
CCCOc1ccc(C(=O)Nc2cccc(NC(=O)c3ccc(Cl)cc3Cl)c2)cc1,-6%,29%,?,0%,-1,-14%,-11%,-15%,-41%
CCN(CC)c1ccc(C(=O)NNC(=O)CNC(=O)c2ccco2)cc1,23%,23%,?,6%,0,15%,-7%,-1%,-6%
NC(=O)c1cc(NC(=O)CCCc2nc3ccccc3s2)cc(C(N)=O)c1,2%,7%,17%[59 µM],-3%,4,18%,-12%,-1%,5%
CCOc1ccccc1C(=O)N(Cc1ccc(N(C)C)cc1)CC1CCCO1 (stereo not drawn),10%,-20%,?,1%,-5,-23%,?,?,8%
Cc1cccc(C)c1NC(=O)C(c1cccs1)N(Cc1ccco1)C(=O)Cn1nnc2ccccc21 (stereo not drawn),1%,21%,13%[12.7 µM],-1%,-3,11%,-7%,6%,-25%
Cc1ccccc1NC(=O)c1ccc(NS(=O)(=O)c2cc(C(C)(C)C)cc(C)c2C)cc1,-8%,-2%,-7%[59 µM],2%,1,-15%,-29%,-29%,-11%
Cc1ccc(C(=O)Nc2nc3n(n2)C(c2ccc(F)cc2)C=C(c2ccccc2)N3)cc1 (stereo not drawn),-10%,53%[activator],-44%[59 µM],5%,-2,-26%,2%,1%,-9%
O=C(Nc1ccc(Br)cc1)c1ccc(Br)c(S(=O)(=O)Nc2cccnc2)c1,11%,7%,?,-16%,2,-23%,-26%,0%,29%
Cc1ccc2oc(=O)n(CCNC(=O)Nc3ccccc3Cl)c2c1,-11%,30%,-8%[59 µM],1%,3,-26%&-6%,-14%,-7%,29%
COc1ccc(-n2nnc3c(=O)n(CC(=O)N4CCCc5ccccc54)cnc32)cc1,0%,37%[activator],-18%,6%,-4,12%[57.4 µM],-8%,7%,4%
Cc1cc(C(F)(F)F)nn1CC(=O)Nc1cccnc1,-2%,19%,-4%[0.0925 µM],-1%,-16,8%,-14%,8%,12%
O=C(Cc1ccccc1C(=O)O)Nc1cccc2ccccc12,7%,15%,?,16%,-10,9%,-8%,-15%,-16%
CCOC(=O)c1c(C)oc2nc(C)nc(NCC3CCN(Cc4ccc(C)cc4)CC3)c12,-1%,15%,-24%[59 µM],-6%,-2,-6%,-21%,1%[57.1 µM],-8%
CC(C)Oc1ccc(C(=O)NC2(C(F)(F)F)N=C3SCCN3C2=O)cc1 (stereo not drawn),17%,50%[activator],4%[59 µM],0%,-13,-4%,-4%,13%,-34%
COc1cc(C(=O)Nc2ccccc2N2CCOCC2)ccc1OCC(=O)N1CCOCC1,21%,7%,?,10%,2,-2%,-10%,4%,6%
COc1cc(/C=N/NC(=O)c2ccc3nc[nH]c3c2)cc(OC)c1OC,6%,31%,13%,-4%,-8,·,-3%,1%,-14%
COc1ccc(OC)c(Nc2nc(-c3ccc(C)cc3)nc3ccccc23)c1,7%,117%[activator],25%[59 µM],0%,4,-2%,6%,6%,-10%
Cc1cc(OCC(=O)N(C)C2CCCCC2)ccc1Cl,2%,26%,74%,-2%,-3,-7%,-2%,0%,21%
CC(CCc1ccccc1)NC(=O)CC(C)c1ccccc1 (stereo not drawn),1%,35%,·,-4%,-1,0%,13%,3%,-5%
CCOC(=O)NCN1C(=O)C2C3C=CC(C3)C2C1=O (stereo not drawn),8%,33%,23%[12.7 µM],-1%,-17,-3%,-3%,-25%,-6%
CCOc1ccc(-n2ccnc2SCC(=O)Nc2nc3ccc(C)cc3s2)cc1,-3%,21%[57 µM],0%[59 µM],3%,0,4%,-25%,-22%,-14%
Cc1cccc2cc(CN(Cc3ccccc3)C(=O)c3cccc(F)c3)c(Cl)nc12,2%,46%[activator],31%[12.7 µM],·,2,-5%,-3%,13%,4%
Clc1ccc(-c2nnc(CSc3nnc(-c4cccs4)n3Cc3ccccc3)o2)cc1,4%,16%,?,-6%,-2,-12%,-18%,-32%,21%
c1ccc(-c2ccc(SCc3cccnc3)nn2)nc1,11%,13%,11%,2%,-9,?,?,3.2µM*,5%
Cc1ccc(CNC(=O)C2CCN(c3nc4ccc(C)cc4[nH]3)CC2)cc1,9%,37%[activator][57 µM],7%[59 µM],9%,-3,-18%,-8%,11%,-19%
Cc1cccc(N2CC(C(=O)Nc3nnc(SCCC4OCCO4)s3)CC2=O)c1 (stereo not drawn),0%,-8%,22µM*,-3%,-8,8.9µM*,?,-25%,?
COc1ccccc1N1CCN(C(=S)Nc2ccc3nc(N4CCOCC4)cc(C)c3c2)CC1,?,?,56µM*,?,0,-1%,?,·,-15%
COc1ccccc1CCNC(=O)C1(c2cccs2)CCOCC1,5%,12%,-2%[59 µM],0%,2,0%,-8%,-2%,25%
N#Cc1c2ccccc2nc2ccccc12,-4%,2%,?,-6%,1,0%,-30%,-23%,4%
Cc1oc(-c2ccc(C(=O)NCc3ccccc3F)cc2)nc1COc1ccccc1,19%,19%,-5%[59 µM],2%,0,-3%,7%,-20%,1%
Cn1c(=O)c2cc(S(=O)(=O)NCCC(=O)NCCc3ccc(Cl)cc3)ccc2n(C)c1=O,?,20%,-14%[12.7 µM],-12%,4,-19%,-11%,-11%,-22%
Cc1ccc(CN2CCC(N3CC(C)OC(C)C3)CC2)cc1 (stereo not drawn),14%,?,13µM*,8%,2,?,22µM*,56µM*,22%

High-throughput results: PubChem BioAssay, National Center for Advancing Translational Sciences (NCATS)
